IL2 activator – qHTS of IL-2 Activators; IL-2 activation reporter assay, cell-based qHTS; stimulated with anti-CD3/CD4/CD28 beads; in transgenic mouse T cells; activation, % (series mostly up to about 46 µM); AID 652025, 2013; hit rate 0.065% among 360,000; in the data active means activation above about 50%; inconclusive means mostly about 30% to 49%; further: 0% is about no effect
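Screening format: compound pinned onto unstimulated transgenic mouse T cells, 60 min incubation, then anti-CD3/anti-CD4/anti-CD28 bead stimulation for 18 hours at 37 degrees C, followed by EGFP and DsRed detection.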
PLK1 PBD inh – qHTS for Inhibitors of PLK1-PDB (polo-like kinase 1 - polo-box domain): Primary Screen | AID 720504, 2013 | Serine/threonine-protein kinase PLK1 (Homo sapiens), P53350 | Potency, µM, for inactives: max response, negative = inhibition, most hits filed as inhibitors | Plk1 PBD binding of FITC phosphopeptide, fluorescence polarization | hit rate 2.8% among 360,000; further: potency means the concentration at half of the fitted maximal effect; series mostly up to about 57 µM; on the % scale 0 is the no-effect control and ±100 the full control effect; nearly all actives have a fitted effect of over 65% in size
Target sequence (P53350 whole entry, looked up, the tested form may be a part): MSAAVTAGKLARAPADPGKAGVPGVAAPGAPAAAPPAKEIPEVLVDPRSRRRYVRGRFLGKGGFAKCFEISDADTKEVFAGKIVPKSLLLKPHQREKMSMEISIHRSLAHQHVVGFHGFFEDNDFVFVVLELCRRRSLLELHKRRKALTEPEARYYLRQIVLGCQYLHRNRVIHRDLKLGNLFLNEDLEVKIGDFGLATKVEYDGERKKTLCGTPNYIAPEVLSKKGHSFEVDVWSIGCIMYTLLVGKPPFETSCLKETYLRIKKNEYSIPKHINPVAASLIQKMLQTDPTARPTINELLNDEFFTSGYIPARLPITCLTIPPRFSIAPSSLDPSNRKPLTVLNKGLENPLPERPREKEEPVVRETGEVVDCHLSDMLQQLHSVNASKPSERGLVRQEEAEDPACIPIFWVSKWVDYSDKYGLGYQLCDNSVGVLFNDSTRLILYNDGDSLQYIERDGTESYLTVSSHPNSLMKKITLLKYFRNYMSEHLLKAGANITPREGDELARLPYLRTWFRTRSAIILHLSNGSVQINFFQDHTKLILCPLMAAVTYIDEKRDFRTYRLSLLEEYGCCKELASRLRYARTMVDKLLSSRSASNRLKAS
PI5P4K alpha inh – qHTS for Inhibitors of phosphatidylinositol 5-phosphate 4-kinase (PI5P4K). PI5P4Kalpha enzyme, ADP-Glo luminescence, 60 min; stronger effect = lower value. max response, %. AID 652105, 2013. hit rate 1.2% among 330,000; active means max response of -50% or lower; inconclusive means between -30% and -50%; inactive means -30% or higher; further: value at the top dose of about 77 µM; on the % scale 0 is the no-effect control and ±100 the full control effect
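PI5P4Kalpha ADP-Glo assay; 5 microM ATP final; 60 min RT reaction; HEPES pH 7.4/EGTA/CHAPS, 5% DMSO; controls lacking substrate or enzyme; luminescent end-point.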
WRN helicase inh – qHTS for Inhibitors of WRN Helicase; Bifunctional 3'-5' exonuclease/ATP-dependent helicase WRN (Homo sapiens), Q14191; WRN helicase unwinding, fluorescent forked duplex, kinetic; Potency, µM (titrated, usually from 114 µM), without a hit: at the highest dose activity change, negative = inhibition, hits mostly inhibitors; hit rate 0.46% among 360,000; AID 651768, 2012; further: potency means the concentration at half of the fitted maximal effect; on the % scale 0 is the no-effect control and ±100 the full control effect; nearly all actives have a fitted effect of over 55% in size
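Primary qHTS, 1536-well format. 20 nM WRN + compound, 15 min RT; start with 100 nM forked fluorophore/quencher duplex, 2 mM ATP (final); kinetic read ex 525/em 598 nm.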
GLP1R ag – qHTS of GLP-1 Receptor Agonists; Potency, µM (series often up to 45.6 µM), inactives show at the top dose activation, most hits filed as activators; hit rate 0.007% among 380,000; AID 624172, 2012; HEK293 GLP-1R CRE-luciferase, luminescence, 4-6 h; cells express a hypersensitive GLP-1R form; Glucagon-like peptide 1 receptor (Homo sapiens), P43220; further: potency means the concentration at half of the fitted maximal effect; % of control where 0% means no effect
DRD3 agonist – qHTS of D3 Dopamine Receptor Agonist: qHTS; D3R DiscoveRx beta-arrestin cells, luminescence, 90 min; hit rate 0.58% among 410,000; max activation, %; D(3) dopamine receptor (Homo sapiens), P35462; in the data active means max activation above about 30%; further: 0% is about no effect; mostly tested at two doses, the higher about 12 µM
Target sequence (P35462 whole entry, looked up): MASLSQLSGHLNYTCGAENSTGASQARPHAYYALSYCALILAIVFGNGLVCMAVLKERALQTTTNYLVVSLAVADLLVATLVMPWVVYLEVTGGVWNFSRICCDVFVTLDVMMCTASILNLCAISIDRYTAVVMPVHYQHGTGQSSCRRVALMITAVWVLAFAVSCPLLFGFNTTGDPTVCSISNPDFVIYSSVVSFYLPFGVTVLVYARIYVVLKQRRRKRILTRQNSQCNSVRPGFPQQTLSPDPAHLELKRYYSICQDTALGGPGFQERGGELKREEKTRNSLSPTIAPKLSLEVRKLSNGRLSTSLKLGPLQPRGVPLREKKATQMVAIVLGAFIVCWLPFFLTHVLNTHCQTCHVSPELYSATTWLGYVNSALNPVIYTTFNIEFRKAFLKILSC
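Agonist mode: compounds and dopamine controls were applied to plated cells for 90 min at 37 degrees C after an overnight attachment at 1500 cells/well. Luminescent read-out followed 30 - 60 minutes at room temperature with DiscoveRx detection reagent.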
HEK293 tox – qHTS of GLP-1 Receptor Inverse Agonists: Cytotox Screen. HEK293 cAMP-luciferase reporter cells, luminescence, 24 h. Potency, µM (doses to about 38.3 µM), for inactives: at the top dose activity change, negative = inhibition, most hits filed as inhibitors. hit rate 0.13% among 410,000. AID 624418, 2012;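 further: loss of luciferase light is scored as toxicity; potency means the concentration at half of the fitted maximal effect; on the % scale 0 is the no-effect control and ±100 the full control effect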
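Compound-treated cells are incubated 24 hr at 37 deg C under 5% CO2 after a 12 hour attachment period, then luciferase detection reagent is added and luminescence is measured following 12 min at room temperature; lowered signal indicates toxicity.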
GLP-1R inv ag – qHTS of GLP-1 Receptor Inverse Agonists (Inhibition Mode); Glucagon-like peptide 1 receptor (Homo sapiens), P43220; HEK293 GLP-1R CRE-luciferase, luminescence, 24 h; GLP-1R form is constitutively active; Potency, µM (doses to about 38.3 µM), for inactives: top-dose activity change, negative = inhibition, actives largely listed as inhibitors; hit rate 1.6% among 410,000; AID 624417, 2012; further: potency means the concentration at half of the fitted maximal effect; on the % scale 0 is the no-effect control and ±100 the full control effect; nearly all actives have a fitted effect of over 55% in size
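Assay principle: reduced luminescence from a cAMP-responsive reporter in HEK293 cells co-expressing a constitutively active GLP-1R. Conditions: 24 hr compound incubation, 37 deg C, 5% CO2.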
DRD3 antagonist – qHTS of D3 Dopamine Receptor Antagonist: qHTS; D(3) dopamine receptor (Homo sapiens), P35462; D3R cells, DiscoveRx beta-arrestin luminescence, antagonist mode; stronger effect = lower value; max response, negative = inhibition, %; hit rate 2.5% among 360,000; AID 652054, 2013; in the data active means max response below about -50%; inconclusive means no clear call, values can overlap the other calls; further: on the % scale 0 is the no-effect control and ±100 the full control effect; mostly tested at two doses, the higher about 12 µM
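Cells plated overnight at 1500 cells/well, then exposed to library compounds with dopamine controls for 90 minutes at 37 degrees C. DiscoveRx reagent added for 30–60 minutes at room temperature; luminescence read, quantitative HTS format.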
* marks the source's active call; other numbers are inactive results; ? = inconclusive; nt = no result given; & = joins results of further samples; [ ] = remark or other dose. Unless noted, the call rests on the fitted dose curve; in most records, active means well fitted curve in the direction sought with a large enough effect; inconclusive means small, poorly fitted or top-dose-only effect, or another doubt; inactive means no such curve, though single readings can be large; an effect the other way counts as inactive or inconclusive.

SMILES	IL2 activator	PLK1 PBD inh	PI5P4K alpha inh	WRN helicase inh	GLP1R ag	DRD3 agonist	HEK293 tox	GLP-1R inv ag	DRD3 antagonist
Cc1cc(N(C)Cc2ccccc2)nc(-c2ccccc2)n1	-3.5	-2%	nt	0%	10%	-2	?	?	-23
Nc1ccc2nc(-c3ccccc3)c(-c3ccccc3)nc2c1	5.3	?	5	11%	17%	2	nt	?	-6
COc1ccccc1-c1noc(CCC(=O)Nc2cccc(C)c2)n1	-0.1	-12%	6	7%	0%	-2	-15%	-18%	6
O=S(=O)(c1ccccc1)N1CCN(C(=S)NCc2ccccc2)CC1	-0.7	-18%	6	2%	8%	-4	1%	?	-21
O=C(O)c1cc(=O)[nH]c2c(Cl)cccc12	2.0	-7%	0	7%	9%	0	1%	3%	19
CC[C@@]1(C(=O)OC)N[C@H](CN(C)C(=O)Nc2ccc(OC)cc2)[C@@H]2C(=O)N(Cc3ccccc3)C(=O)[C@@H]21	0.0	-9%	0	0%	0%	-3	-12%	11%	8
CCN(C(=O)CSc1nccn1C)c1cccc2ccccc12	-0.3	2%	0	7%	6%	6	5%	-1%	51
C[C@@H]1CN([C@H](C)CO)C(=O)c2cc(Br)cnc2O[C@H]1CN(C)C(=O)Nc1ccc2c(c1)OCO2	-1.3	0%	-3	7%	-3%	4	-2%	10%	0
COCCn1cc(C(=O)NCc2cccs2)c2c3ccccc3n(C)c2c1=O	-1.0	-13%	nt	4%	-2%	14	-11%	1%	6
CCOC(=O)C(=CN=C(N)Nc1nc2ccccc2o1)C(=O)OCC	-0.5	-13%	3	-10%	1%	-18	8%	-1%	-3
CC(=O)OCCN1C(=O)c2cccnc2C1=O	0.1	-7%	9	3%	0%	4	7%	-4%	-11
COc1ccc(C)cc1S(=O)(=O)Nc1cccc(SC)c1	-0.5	-2%	10	-6%	-2%	3	-7%	?	0
CCn1c(=O)cc(OCC(=O)N(C)c2cc(Cl)ccc2C)c2ccccc21	nt	nt	nt	nt	5%	9	2%	-6%	nt
COc1ccc(OC)c(NC(=O)CNC(=O)Cn2cnc3ccccc3c2=O)c1	-0.9	2%	-10	0%	-10%	2	5%	0%	15
CCCCc1nnc(NC(=O)CSCc2cc(=O)n3ccsc3n2)s1	1.0	-13%	2	10%	-1%	-14	-4%	-22%	0
CCn1cc(C(=O)NC(=S)Nc2ccccc2Br)cn1	-0.5	-6%	-60*	0%	21%	0	?	-28%	-10
CC1CN(C(=O)CCn2c(=O)oc3ccccc32)CC(C)O1 (stereo unspecified)	-1.8	-2%	2	-1%	1%	-3	10%	1%	2
O=S(=O)(/N=C(/Nc1cc(N2CCOCC2)ncn1)c1ccc(F)cc1)c1ccccc1	-3.4&-0.7	0%&0%	18	5%&-2%	-2%&-8%	6&19	2%&-7%	1%&8%	6&14
CCCc1cc(-c2ccc(O)c(OCC)c2)c(C#N)c(N)n1	-1.0	-7%	-4	-10%	?	-4	11%	35%[activator]	44
COc1ccc(NC(=O)CN2C(=O)COc3ccc(S(=O)(=O)N4CCOCC4)cc32)cc1Cl	-1.5	-6%	-4	-3%	3%	0&2	-4%&-5%	11%&-4%	-8
O=S(=O)(c1ccccc1)N1CCN(C(=S)Nc2ccccc2Cl)CC1	-1.0	-14%	1	-33%	-2%	-14	-9%	-26%	-8
CCOc1ccccc1OCCCC(=O)N1CCN(S(=O)(=O)c2ccc(C)cc2)CC1	0.7	?	0	-6%	9%	-13	8%	-24%	19
CCN(c1ccccc1)S(=O)(=O)c1cccc(C(=O)NCC(c2ccc(F)cc2)N2CCOCC2)c1 (stereo unspecified)	-3.5	-1%	-4	-1%	7%	-9	-8%	?	-22
Cc1ccc(/C=C/C(=O)OCC(=O)N2CC(=O)Nc3ccccc32)o1	-0.4	27µM*	-29	-11%	5%	-3	0%[7.66 µM]	13%[7.66 µM]	-10
Cc1nnc(SCC(=O)Nc2ccccc2F)n1Cc1ccco1	-0.6	-13%	-3	-6%	3%	0	1%	18%	-9

Continued:
SMILES	IL2 activator	PLK1 PBD inh	PI5P4K alpha inh	WRN helicase inh	GLP1R ag	DRD3 agonist	HEK293 tox	GLP-1R inv ag	DRD3 antagonist
CSC1=NCCN1C(=O)C(C)(C)Oc1ccc(Cl)cc1	-0.5	-6%	-2	-8%	-1%	4	2%	?	22
CCn1c(=O)n(CCc2ccccc2)c(=O)c2c3c(sc21)CCCC3	1.2	-1%	nt	-8%	-11%	-5	-7%	-10%	9
O=C(CNc1ccccc1)N/N=C/c1ccc2c(c1)OCO2	1.4	24µM*	-15	4%	-1%	2	-6%	?	9
COC(=O)c1ccccc1NC(=O)CSc1nnc(C(CO)NC(=O)c2ccccc2Cl)n1C (stereo unspecified)	-1.3	-8%	nt	0%	11%	1	9%	26%	-5
CCCCCc1nc2c(=O)[nH]c3ccccc3c2o1	-4.6	-8%	-1	-4%	4%	-3	10%	24%	10
Cc1noc(NS(=O)(=O)c2ccc(NC(=O)c3ccc(Cl)c(S(=O)(=O)N(C)c4ccccc4)c3)cc2)c1C	4.0	?	-16	-33%	-7%	0	11%	17%	3
CC(C)COC(=O)C1[C@H]2C(=O)N(Cc3cccs3)C[C@]23C=C[C@H]1O3 (stereo partly specified)	-0.6	-5%	nt	-6%	-6%	-8	3%	3%	-14
COc1cccc(-c2nn(-c3ccccc3)cc2CN(C)C(C)c2ccncn2)c1 (stereo unspecified)	-2.5	3%	8	-12%[57.1 µM]	16%	1	44%[activator]	?	14
O=C(N/N=C/c1cccs1)c1ccc2nc[nH]c2c1	-1.7	-13%	-3	3%	0%	-4	2%	6%	20
O=C(OC(C(=O)NCC1CCCO1)c1ccc(F)cc1)c1cccs1 (stereo unspecified)	-1.2	1%	nt	-2%[57.1 µM]	-1%	0	4%	0%	12
COCCC(=O)Nc1ccc2c(c1)CN(C(=O)CCSC)CC2	0.1	-17%	-1	-2%	2%	-4	9%	29%	1
COc1ccc([C@H]2N[C@]3(CCCN(Cc4ccc(Br)cc4)C3=O)[C@H]3C(=O)N(C)C(=O)[C@@H]23)cc1	0.5	-3%	-7	6%	-6%	-9	19%	17%	-20
C[C@@H](C(=O)O)[C@H]1C[C@]1(C)[C@H](NC(=O)OCc1ccccc1)c1ccccc1	0.2	-12%	-3	-1%	-4%	-12	-13%	-15%	?
O=C(C1CCCC1)N1CCCC(Nc2ccc(F)cc2)C1 (stereo unspecified)	-1.5	-3%	13	4%	3%	5	2%	-19%	3
Cc1ccccc1NC(=O)N1c2ccccc2CC1C (stereo unspecified)	-1.0	?	-3	2%	5%	-7	-10%	-11%	-3
CC(C)CCNC(=O)CCNS(=O)(=O)c1ccc(Cl)cc1	0.5	0%	nt	1%	-9%	14	-10%	7%	16
Cc1ccnc(NC(=O)C(C)N2C(=O)c3ccccc3C2=O)c1 (stereo unspecified)	-4.3	0%	3	5%	4%	1	-2%	13%	-8
CC(=O)CSc1ncnc2sc3c(c12)CCCC3	-0.8	6%	2	1%	25%	-8	14%	50%[activator]	6
COc1ccc(S(=O)(=O)N(C)c2ccc(C(=O)Nc3cccnc3)cc2)cc1OC	-0.2	-3%	-6	-8%	6%	5	-9%	82%[activator]	-3
O=c1cc(Cl)[nH]n(-c2ccccc2)c1=O	0.8	1%	-1	4%	-2%	-7	13%	18%	-26
CCOCC(=O)Nc1nc(-c2ccccc2)c(CC)s1	-0.5	-15%	0	-3%	0%	-3	7%	3%	14
C=CC[C@@H](CC(=O)N[C@@H](CO)Cc1ccccc1)C(=O)N[C@H](COC(=O)[C@@H](CC=C)Cc1ccc(F)cc1)C(C)(C)C	3.9	-13%	5	-35%	5%	2	-6%	10%	2
COc1ccc2c(c1)[C@H]1[C@H](CO2)[C@H](c2ccccc2)[C@]2(C)C(=O)Nc3cc(C)ccc3C(=O)N12	-0.3	-8%	-14	-5%	-3%	-17	8%	16%	?
O=C(c1ccc(N2C(=O)C3C4c5ccccc5C(c5ccccc54)C3C2=O)cc1)N1CCOCC1 (stereo unspecified)	-2.3	-3%	-5	-5%	0%	-4	-6%	7%	1
CC(=O)Nc1c(-c2ccccc2Cl)c(=O)c2ccccc2n1C	-1.6	2%	4	3%	0%	2	-2%	14%	1

Carrying on:
SMILES	IL2 activator	PLK1 PBD inh	PI5P4K alpha inh	WRN helicase inh	GLP1R ag	DRD3 agonist	HEK293 tox	GLP-1R inv ag	DRD3 antagonist
CCc1nc(SCC(=O)N2c3ccccc3CC2C)c2c(C)c(C)sc2n1 (stereo unspecified)	-1.5	-3%	nt	-11%	17%	19	2%	?	52
Cc1ccc(-c2noc(CSc3ccccc3)n2)cc1	1.1	-10%	12	-5%	5%	1	-2%	0%	4
CCCCNC(=O)C1(NC(=O)Nc2ccccc2)CCCCC1	0.6	1%	-2	1%	-3%	-1	-4%	6%	4
Cc1cc(C)nc(NC(=O)Cc2ccc(Br)cc2)n1	-2.1	-2%	0	4%	4%	-6	-13%	7%	-22
O=C1CCCN2N=C(SCC(=O)N3N=C(c4ccc(Br)cc4)CC3c3ccc(F)cc3)SC2=N1 (stereo unspecified)	-3.5	6%	-6	-8%	1%	3	-4%	?	-4
O=C(NC1=NCCS1)C12CC3CC(C1)CC(C(=O)NC1=NCCS1)(C3)C2	1.3	-12%	-4	7%	1%	1	7%	-10%	35

An unsorted share of the library; overall some 7.8% were active at least once.
